Compound activity deposited in PubChem by Sanford-Burnham Center for Chemical Genomics.
tim10-1 inh = growth inhibitors of tim10-1 mutant yeast | S. cerevisiae tim10-1 ts strain growth, BacTiter-Glo, 24 h | 330,000 compounds, 2.2% hits | inhibition, % at 20 µM;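 active = inhibition of at least 40%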;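 note: mutant grown at 25 °C; 0% = DMSO wells with yeast and 100% = wells holding no yeast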
ATG4B inh = blocks human ATG4B protease cleavage of LC3 substrate | Q9Y4P1 | ATG4B cleavage of LC3-PLA2, NBD-HPC fluorescence, 1 h | inhibition, % at 8.33 µM | 340,000 compounds, 0.51% hits | AID 504462; in the data active = inhibition above about 40%
Target sequence (Q9Y4P1 whole entry, looked up): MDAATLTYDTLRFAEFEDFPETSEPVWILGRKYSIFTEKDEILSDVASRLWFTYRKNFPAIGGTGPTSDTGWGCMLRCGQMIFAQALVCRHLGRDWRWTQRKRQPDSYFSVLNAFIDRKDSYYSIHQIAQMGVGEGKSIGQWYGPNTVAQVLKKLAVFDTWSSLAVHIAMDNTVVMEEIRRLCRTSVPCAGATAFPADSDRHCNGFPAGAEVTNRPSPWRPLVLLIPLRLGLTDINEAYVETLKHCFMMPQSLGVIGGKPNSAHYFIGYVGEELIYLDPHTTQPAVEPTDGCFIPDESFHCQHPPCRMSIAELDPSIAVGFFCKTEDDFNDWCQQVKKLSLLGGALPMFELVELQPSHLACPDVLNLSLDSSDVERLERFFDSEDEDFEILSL
mIAP block = blocks mouse intestinal alkaline phosphatase; purified mouse IAP, CDP-Star luminescence, 30 min; 330,000 compounds, 0.2% hits; inhibition, % at 10 µM;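 active = inhibition of at least 40% at 10 µM in the primary screen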;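 note: plate controls were DMSO with enzyme for no effect and no enzyme wells for full effect; values of inactives mirror those of a sister screen read the other way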
TIM10 inh = growth inhibitors of TIM10 yeast strain; S. cerevisiae TIM10 strain growth, BacTiter-Glo luminescence, 24 h; inhibition, % at 10 µM; 330,000 compounds, 1.4% hits; AID 463195;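 active = inhibition of 40% or more at the single tested concentration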;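 note: wild-type TIM10 isogenic control strain grown at permissive 25 °C; 0% = DMSO yeast wells and 100% = minimal medium wells without yeast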
hIAP activ = increases human intestinal alkaline phosphatase activity | P09923 | 330,000 compounds, 0.16% hits | activation factor at 10 µM | purified human IAP, CDP-Star luminescence, 30 min; active compounds read high; 1 = vehicle-only enzyme, 0 = enzyme-free background;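 active = activation factor of the enzyme at least 2-fold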; note: the source names both 10 and 20 µM as test concentration; values of inactives mirror those of a sister screen read the other way
Target sequence (P09923 whole entry, looked up): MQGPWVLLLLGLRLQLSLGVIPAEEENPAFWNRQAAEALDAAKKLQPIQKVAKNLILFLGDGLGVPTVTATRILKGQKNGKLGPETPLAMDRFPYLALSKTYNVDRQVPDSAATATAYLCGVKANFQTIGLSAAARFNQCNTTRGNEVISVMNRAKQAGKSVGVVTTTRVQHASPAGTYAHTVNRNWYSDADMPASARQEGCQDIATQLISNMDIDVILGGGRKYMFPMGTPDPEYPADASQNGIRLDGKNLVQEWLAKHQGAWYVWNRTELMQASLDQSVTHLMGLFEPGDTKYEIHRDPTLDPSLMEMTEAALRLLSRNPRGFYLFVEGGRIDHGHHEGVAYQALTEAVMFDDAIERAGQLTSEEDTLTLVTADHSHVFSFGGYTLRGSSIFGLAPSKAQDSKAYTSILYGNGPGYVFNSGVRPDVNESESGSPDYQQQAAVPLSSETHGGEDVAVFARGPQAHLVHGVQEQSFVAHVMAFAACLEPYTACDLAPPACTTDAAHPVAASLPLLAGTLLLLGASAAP
Apaf-1 inh = blocks human Apaf-1 apoptosome activity; O14727; reconstituted apoptosome caspase-3 activity, DEVD-Rh110 fluorescence; inhibition, % at 20 µM; 330,000 compounds, 0.71% hits; active = inhibition of at least 40% at 20 µM;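 note: plate controls were DMSO wells for no effect and DEVD-CHO caspase inhibitor wells for full effect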
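Material: reconstituted apoptosome with Apaf-1, cytochrome c, caspase-9, procaspase-3, dATP. Technique: Rh110 fluorescence intensity. Buffer or medium: pH 7.5 Hepes buffer with CHAPS, BSA, DTT. Times: 30 min plus 50 min, RT.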
NALP3 yeast inh = blocks the NALP3 inflammasome reconstituted in yeast | inhibition, % at 10 µM | 330,000 compounds, 0.39% hits | Yeast reconstituted NLRP3/ASC/caspase-1, beta-gal luminescence, 24 h;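 active = inhibition of 50% or more; inactive = inhibition below 50%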;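 note: plate controls were induced DMSO wells for no effect and uninduced yeast grown without galactose for full effect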
mIAP act = increases mouse intestinal alkaline phosphatase activity; activation factor at 10 µM; 330,000 compounds, 0.24% hits; muIAP, CDP-Star luminescence, 30 min; active compounds read high; 1 = vehicle-only enzyme signal, 0 = enzyme-free wells;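 active = activation factor of at least 2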; note: the source names both 10 and 20 µM as test concentration; values of inactives mirror those of a sister screen read the other way
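also added = chemiluminescent substrate CDP-Star | test system = mouse IAP enzyme | signal = chemiluminescence readout | compound = DMSO-dissolved test compounds | incubation = 30 min at room temperature | benchmarks = DMSO wells, no-enzyme wells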
hIAP inh = human IAP inhibition. P09923. purified IAP, CDP-Star luminescence, 30 min. inhibition, % at 10 µM. 330,000 compounds, 0.12% hits;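 active = inhibition reaching a set limit with compound at 10 µM in the primary screen, cut at about 35% in these data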;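 note: plate controls were DMSO wells with enzyme for no effect and no-enzyme buffer wells for full effect; values of inactives mirror those of a sister screen read the other way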
The depositor's hits bear a star; . = no result given.

SMILES	tim10-1 inh	ATG4B inh	mIAP block	TIM10 inh	hIAP activ	Apaf-1 inh	NALP3 yeast inh	mIAP act	hIAP inh
C#CCCOC(=O)N1C2=NC(C(=O)OC)=C(C(=O)OC)[C@@H]3N(C)c4ccccc4[C@]23C[C@H]1C(=O)OC	2	4	4	9	0.9	5	3	0.96	10
COC(=O)c1cc2occc2n1Cc1nc(-c2ccccc2Cl)oc1C	3	-5	11	-11	0.86	-1	8	0.89	14
CCOC(=O)N1CCC(NC(=O)c2cc(C(=O)Nc3ccc(OC)c(OC)c3)ccc2CO)CC1	14	-5	-5	-2	1	-1	-6	1.1	0
O=C(NCCC1CCCCN1S(=O)(=O)c1ccccc1)C(=O)Nc1ccccc1F (stereo not given)	4	-6	-2	-1	1.1	23	22	1	-10
CC(=O)C1=C(C)Nc2ncnn2C1c1ccc(O)cc1 (stereo not given)	22	-4	10	3	1.1	10	5	0.9	-12
Cc1cccc(C(=O)O/N=C(\N)Cc2ccc([N+](=O)[O-])cc2)c1	40*	-1	2	87*	1.1	12	22	0.97	-6
O=C(O)c1cccc(S(=O)(=O)Nc2ccc3oc(=O)sc3c2)c1	1	-4	34	-17	0.99	-3	-2	0.67	1
COc1ccc(/C=N/NC(=O)c2ccc3nc[nH]c3c2)cc1	8	-3	12	16	1.2	-3	-3	0.88	-22
COc1cc2nc(CN3CCN(S(=O)(=O)c4ccc(Cl)cc4)CC3)[nH]c(=O)c2cc1OC	7	-10	11	10	1.2	-3	2	0.89	-23
O=C(CCCc1c[nH]c2ccccc12)N1CCOCC1	11	-15	-1	3	0.87	-4	-4	1	13
CCOc1ccc(CCNC(=O)CCNS(=O)(=O)c2ccc3c(c2)CCN3C(C)=O)cc1OCC	8	-5	2	-4	0.92	-8	4	0.98	8
COc1ccc(NC(=O)c2ccc(S(=O)(=O)N(C)C)cc2)cc1	20	-3	-6	-4	1	5	0	1.1	-3
COc1cccc(OC)c1OCCN1CCN(C(c2ccccc2)c2ccccc2)CC1	11	-4	5	16	0.94	15	28	0.95	6
O=C(Oc1ccc(C(=S)N2CCOCC2)cc1)c1ccccc1F	27	6	9	1	0.85	8	7	0.91	15
CCOC(=O)CNC(=O)Cn1cnc2c(nnn2-c2ccc(F)cc2)c1=O	11	6	-6	-6	0.99	-11	-4	1.1	0
Cc1nnc(C)n1/N=C/c1ccc2c(c1)OCCO2	11	-10	-1	-2	1	-5	8	1	-4
O=c1ccc(S(=O)(=O)N2CCCC2)cn1Cc1nc(-c2ccccc2)no1	-4	2	7	5	0.91	-2	10	0.93	9
COc1cc(C(=O)Oc2ccccc2/C=N/NC(=O)c2ccc(C)c(Cl)c2)cc(OC)c1OC	6	-7	31	7	1.3	4	15	0.69	-33
CC(C)CC1NC(=O)N(CC(=O)Nc2cc(S(=O)(=O)N3CCOCC3)ccc2Cl)C1=O (stereo not given)	1	4	2	-5	0.84	-6	-2	0.98	16
NC(=O)COC(=O)c1ccc(Oc2ccccc2)cc1	-2	15	3	-14	1.1	8	22	0.97	-6
CCCCCCCOc1ccc(OC(=O)c2cccnc2)cc1	-2	-2	3	5	0.92	-8	2	0.97	8
NC(=O)C1CN(S(=O)(=O)c2ccc(Cl)cc2F)c2ccccc2O1 (stereo not given)	25	0	6	1	1.2	8	13	0.94	-18
O=C(CSc1ncccn1)N/N=C/c1ccc(OC2CSC2)cc1	2	-5	-7	-2	1.3	6	12	1.1	-34
CC(C)(C)C(=O)NCCCc1nc2ccccc2n1CCCOc1ccc(Cl)cc1	24	-27	6	13	0.97	20	21	0.94	3
COc1ccc(N2CCN(C(c3ccc4ncccc4c3)c3nnnn3C(C)(C)C)CC2)cc1 (stereo not given)	14	-36	1	-5	1.1	-1	4	0.99	-8
Cn1cnnc1SCC(=O)c1c[nH]c2ccccc12	13	0	0	6	0.98	-7	-1	1	2
CCOC(=O)c1sc2cccc(F)c2c1N	3	0	0	-12	0.89	5	36	1	11
CCOC(=O)NC(=O)/C(C#N)=C\Nc1sccc1C(=O)OC	6	-4	4	3	1	2	14	0.96	-2
CCOc1cc(/C=N/O)cc(Br)c1OCC	18	-12	7	9	1.1	4	-30	0.93	-6
Cc1nnc(NCCc2ccccc2)n(N)c1=O	5	1	-6	3	1	5	-5	1.1	-1
CCN(c1ccc(OC)cc1)S(=O)(=O)c1nnc(NC(=O)COc2ccc(C)cc2)s1	-2	6	3	-16	0.72	15	4	0.97	28
O=C(Cc1cccc2ccccc12)N/N=C/c1ccc(Sc2nc3ccccc3s2)o1	17	-18	11	0	0.97	21	2	0.89	3
FC(F)(F)c1cc(-c2ccccn2)nc2cc(-c3ccccc3)nn12	-4	-8	-1	-4	0.83	-9	6	1	17
COc1ccccc1NC(=O)N1CCN(c2ccccn2)CC1	8	-10	10	1	0.97	12	15	0.9	3
C(=N\Nc1nn2cnnc2c2ccccc12)/c1ccco1	5	-5	0	-7	1.2	0	13	1	-18
CSCC(=O)N1CCCC(C(=O)c2cc(F)ccc2F)C1 (stereo not given)	8	2	2	7	0.99	-2	16	0.98	1

Some of the entries so far, with values under each structure.
Each structure is followed by: tim10-1 inh	ATG4B inh	mIAP block	TIM10 inh	hIAP activ	Apaf-1 inh	NALP3 yeast inh	mIAP act	hIAP inh
> COc1ccccc1NC(=O)N1CCN(c2ccccn2)CC1
→ 8	-10	10	1	0.97	12	15	0.9	3
> FC(F)(F)c1cc(-c2ccccn2)nc2cc(-c3ccccc3)nn12
→ -4	-8	-1	-4	0.83	-9	6	1	17
> Cc1nnc(NCCc2ccccc2)n(N)c1=O
→ 5	1	-6	3	1	5	-5	1.1	-1
> C(=N\Nc1nn2cnnc2c2ccccc12)/c1ccco1
→ 5	-5	0	-7	1.2	0	13	1	-18
> Cn1cnnc1SCC(=O)c1c[nH]c2ccccc12
→ 13	0	0	6	0.98	-7	-1	1	2

Further results
SMILES	tim10-1 inh	ATG4B inh	mIAP block	TIM10 inh	hIAP activ	Apaf-1 inh	NALP3 yeast inh	mIAP act	hIAP inh
O=C1c2cccc3cccc(c23)C(=O)N1OS(=O)(=O)c1ccccc1	27	-15	4	11	1	19	13	0.96	-3
O=C(c1ccccc1)N(Cc1cccs1)C1CCS(=O)(=O)C1 (stereo not given)	11	-7	7	12	0.89	-3	6	0.93	11
Cc1cc(NC(=O)CCCC(=O)O)nc(C)n1	-8	-3	10	3	1.1	-12	19	0.9	-7
CC(C)C[C@H](NC(=O)c1nc[nH]c1C(=O)NCCCCCNC(=O)OC(C)(C)C)C(=O)OC(C)(C)C	13	1	2	6	1.6	39	8	0.98	-64
COc1ccccc1NC(=O)NC(N)=O	3	-7	6	-4	1.1	-11	-5	0.94	-15
CN(CC1CCOCC1)C(=O)CC1C(=O)NCCN1Cc1cccc(C(F)(F)F)c1 (stereo not given)	-3	1	-5	4	0.82	16	8	1	18
COc1ccc(CNC(=S)Nc2ccc3nc(N4CCOCC4)cc(C)c3c2)cc1	40	-19	-11	8	1.2	6	26	1.1	-15
Cc1cccc2nc(CSc3nnnn3-c3ccccc3)cn12	23	-5	2	12	1.1	3	7	0.98	-8
CC(=NCCc1ccccc1)C1=C(O)CSC1=O	21	-6	-11	-17	1.5	14	20	1.1	-46
CC(C)c1onc(C(=O)N2C(C)CCCC2C)c1[N+](=O)[O-] (stereo not given)	20	2	0	12	1.1	-4	-7	1	-6
COc1ccc(CCNC(=O)CSCc2ccc(F)cc2)cc1OC	7	36	3	15	0.97	1	-1	0.97	3
COc1ccc(C(c2c(C)n(C)n(-c3ccccc3)c2=O)c2c(C)n(C)n(-c3ccccc3)c2=O)cc1OC	-19	-5	-13	-2	0.86	0	16	1.1	14
Cn1c(=S)[nH]c2sc3c(c2c1=O)CCC(C(C)(C)C)C3 (stereo not given)	32	.	4	5	1.1	22	-1	0.96	-9
COCc1nc2ccccc2n1Cc1ccccc1Br	31	-1	1	28	1	5	-72	0.99	-2
COC(=O)c1ccccc1NC(=O)Nc1ccc(Cl)cn1	8	-3	0	3	1.1	-2	25	1	-10
CCOc1ccc2nc(COC(=O)c3cccs3)c(C(C)=O)[n+]([O-])c2c1	1	-8	4	5	0.94	4	29	0.96	6
CCCOc1ccc(-c2nc(=S)[nH][nH]2)cc1	2	-9	10	1	0.78	-11	18	0.9	22
CCC(C)[C@H](NC(=O)[C@@H]1CSC2c3ccccc3C(=O)N21)C(=O)NC1CCCC1 (stereo not given in full)	5	-3	9	12	1.3	-1	3	0.91	-26
O=C(O)C(C(=O)Oc1ccccc1)C(C(=O)O)C(=O)Oc1ccccc1 (stereo not given)	-21	-8	0	-1	1	7	10	1	-3
CCn1ncc(/C=C/C(=O)NCc2cn(C)nc2C)c1C	12	-2	1	-14	0.87	1	2	0.99	13
CCOc1ccccc1Nc1cc(C)c2cccc(C)c2n1	13	4	-5	10	0.94	4	14	1.1	6
NS(=O)(=O)c1ccc(NC(=O)COc2cccc3ccccc23)cc1	0	-9	-8	-3	1.1	7	1	1.1	-12
O=C(COC(=O)c1ccc(S(=O)(=O)N2CCCC2)cc1)Nc1ccc(N2CCOCC2)cc1	-12	-11	6	-2	0.95	2	2	0.94	5
CCCCC(=O)Nc1ccc(C(=O)Nc2nnc(COC)s2)cc1	3	1	4	-5	0.99	-15	-4	0.96	1
COC(CNC(=O)c1ccc2c(=O)n(Cc3ccc(Cl)cc3)c(=S)[nH]c2c1)OC	-17	-3	10	-16	1.2	2	-5	0.9	-25
COc1ccc(C(=O)/C=C/c2cccs2)c(OC(=O)c2cccc([N+](=O)[O-])c2)c1	28	-7	-1	0	1.1	17	26	1	-11
CCOC(=O)Cn1c(=N)n(CCOc2ccc3ccccc3c2)c2ccccc21	29	-8	-6	8	0.99	-2	3	1.1	1
CC(C)(C)NC(=O)CSc1nnnn1C(C)(C)C	18	-3	-4	-11	1.1	-2	4	1	-11
CN(c1ccc(C(=O)N2CCCCC2)cc1)S(=O)(=O)c1cccs1	-1	-13	0	1	1.1	-6	2	1	-10
C=CCN1C2CCCC1CC(NC(=S)Nc1cccc(OC)c1)C2 (stereo not given)	-6	-2	-33	-12	1.3	-4	3	1.3	-27
CNc1nc2c(c(=O)n(C)c(=O)n2C)n1CCCc1ccccc1	-1	-10	-4	-3	0.9	-1	19	1	10
CCOC(=O)N/N=C\c1sccc1C	23	4	-1	7	0.97	-6	12	1	3
COc1cc(C(=O)NCCC2=CCCCC2)cc(OC)c1OC	12	0	-4	-8	1.2	-2	11	1	-21
O=C(NNC(=O)c1cc(-c2ccccc2)nc2ccccc12)Nc1cccc(Cl)c1	20	14	-2	8	0.99	23	-1	1	1
COc1ccc(C(=O)NC2CC2)cc1OC1CCN(Cc2ccc(F)cc2F)CC1	-1	6	-6	8	0.96	4	12	1.1	4
Cc1cc(C(=O)COC(=O)C(C)NC(N)=O)c(C)n1Cc1ccco1 (stereo not given)	1	-5	0	3	1.1	3	-8	1	-7
CCN(CC)C(=O)CSc1ncnc2c1nnn2-c1ccc(F)cc1	20	-4	9	14	0.96	0	20	0.91	4
CCCOc1ccc(C(=O)Nc2ccc(S(=O)(=O)Nc3onc(C)c3C)cc2)cc1	3	-3	3	-1	1	1	8	0.97	-4
CCOC(=O)C1=C(C)NC(=O)NC1/C=C\c1ccccc1 (stereo not given)	-11	0	-3	4	1.2	-11	26	1	-16
CC1(C)Cc2cccc(OCC(=O)NCc3ccc(F)cc3)c2O1	22	1	7	-5	0.88	7	32	0.93	12
